# GPR151 ag = activators of human GPR151, primary screen, cell-based, PathHunter beta-arrestin, luminescence; PathHunter beta-arrestin GPR151 cells; G-protein coupled receptor 151 (Homo sapiens), Q8TDV0; 1% of 650,000 active; activation, % at 11.2 µM; in the data active means activation above about 4.9%;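 further: 0% = median of compound wells and 100% = cells with positive control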
# Target sequence (Q8TDV0 whole entry, looked up): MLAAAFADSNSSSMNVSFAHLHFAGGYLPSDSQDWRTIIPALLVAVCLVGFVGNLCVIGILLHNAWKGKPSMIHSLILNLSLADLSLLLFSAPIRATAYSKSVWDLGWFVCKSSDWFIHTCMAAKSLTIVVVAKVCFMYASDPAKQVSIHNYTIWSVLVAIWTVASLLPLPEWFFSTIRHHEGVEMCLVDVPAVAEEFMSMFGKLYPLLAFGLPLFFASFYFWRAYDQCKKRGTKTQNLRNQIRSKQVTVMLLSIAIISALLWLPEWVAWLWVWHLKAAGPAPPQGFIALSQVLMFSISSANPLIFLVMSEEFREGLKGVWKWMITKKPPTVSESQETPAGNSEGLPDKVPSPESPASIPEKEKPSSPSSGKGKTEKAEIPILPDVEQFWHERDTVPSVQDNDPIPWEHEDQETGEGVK
# TEAD-YAP block = TEAD-YAP interaction inhibition, primary screen, TEAD-YAP interaction inhibitor project, luminescence, HEK-TIYL cells; inhibition, % at 9.12 µM; TEAD-Gal4/YAP UAS-luciferase luminescence; 1.4% of 640,000 active; in the data active means inhibition above about 32%;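 further: 0% = median of test compound wells and 100% = reference inhibitor wells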
# MITF primary = MITF inhibitors, primary screen, biochemical, AlphaScreen, human. inhibition, % at 2.6 µM. Microphthalmia-associated transcription factor (Homo sapiens), O75030. 0.91% of 650,000 active. AlphaScreen MITF homodimerization, bead proximity signal. AID 1259374, 2018; in the data active means inhibition above about 50%;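 further: 0% = vehicle wells with protein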
# Target sequence (O75030 whole entry, looked up): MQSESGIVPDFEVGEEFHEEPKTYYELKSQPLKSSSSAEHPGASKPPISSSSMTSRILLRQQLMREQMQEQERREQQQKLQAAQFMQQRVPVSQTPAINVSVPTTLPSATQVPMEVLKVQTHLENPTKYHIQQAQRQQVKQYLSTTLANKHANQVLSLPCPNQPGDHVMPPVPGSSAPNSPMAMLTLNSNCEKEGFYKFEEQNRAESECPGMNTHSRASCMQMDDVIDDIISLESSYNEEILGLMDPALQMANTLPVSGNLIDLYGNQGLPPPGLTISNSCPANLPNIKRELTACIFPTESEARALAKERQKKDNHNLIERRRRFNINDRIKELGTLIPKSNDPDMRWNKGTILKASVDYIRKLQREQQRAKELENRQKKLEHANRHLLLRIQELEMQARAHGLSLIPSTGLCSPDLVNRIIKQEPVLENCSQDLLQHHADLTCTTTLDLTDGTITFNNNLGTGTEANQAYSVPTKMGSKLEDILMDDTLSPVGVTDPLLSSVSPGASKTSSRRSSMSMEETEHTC
# FBW7 act = FBW7 E3 ligase activators, primary screen, biochemical, AlphaScreen, human; AlphaScreen FBW7–phospho-cyclin E peptide binding, activator screen; normalized activity (activation), % at 26.1 µM; 0.13% of 650,000 active; in the data active means normalized activity above about 1.9%;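 further: purified mutant Fbw7 with reduced substrate affinity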
# Active calls of the source: *; . = no result given.
molecule,GPR151 ag,TEAD-YAP block,MITF primary,FBW7 act
COc1ccccc1C1NC(=S)NC(C)=C1C(=O)Nc1ccccc1C (configuration not stated),0.1,5,9,-0.1
NC(=O)COc1ccccc1OCC(N)=O,3.4,4,6,0.1
O=C(CCCC(=O)Oc1ccccc1F)Nc1ccc(I)cc1,-0.1,5,28,0.2
CN1CCN(C(=O)c2ccc(-c3ccc(C(N)=O)s3)cc2)CC1,-2.3,8,-1,0.0
Nc1c(-c2ccccc2)n[nH]c1-c1ccccc1,-4.0,-35,-4,-0.1
Cc1ccc(NC2=C(Cl)C(=O)N(c3ccc(I)cc3)C2=O)cc1,-0.7,16,-12,0.2
NNC(=O)CCCN1C(=O)c2cccc3cccc(c23)C1=O,0.4,1,0,-0.1
Cc1cc(-n2c(C)cc(C(=O)CSc3n[nH]c(=O)n3Cc3ccccc3)c2C)no1,-0.5,0,7,-0.1
COCC(=O)Nc1ccccc1-c1ccccc1,-0.9,-5,4,0.0
CCCc1nnc(SCC(=O)Nc2cccc(C)c2C)n1CCOC,-0.3,4,-2,-0.1
CCCCC(C)OC(=O)Nc1ccc(Cc2ccc(NC(=O)OC(C)CCCC)cc2)cc1 (configuration not stated),0.4,-2,1,0.1
COc1cc2c(cc1OC)C(C(=O)O)C(c1cccc(OC)c1OC)N(C)C2=O (configuration not stated),-0.5,6,3,-0.2
CCc1ccc(C2=CC(c3cc(OC)c(OC)c(OC)c3)n3ncnc3N2)cc1 (configuration not stated),-0.7,65*,8,0.0
CCOC(=O)C(=CNc1ccccc1NS(=O)(=O)c1cccs1)C(=O)OCC,-0.4,4,1,0.0
CN(Cc1ccccc1)S(=O)(=O)c1cccc2nsnc12,0.0,2,10,-0.1
COc1cc(NC(=O)c2cc(NC3CCC(O)CC3)nc3ccccc23)cc(OC)c1OC (configuration not stated),0.7,2,-9,0.1
O=C(NC1CCCCC1)NC1CC2CCC(C1)N2C(=O)NCc1ccccc1 (configuration not stated),0.7,-13,-9,-0.1
Cc1ccccc1-n1nc2c(c1NC(=O)c1ccco1)CSC2,-0.6,-8,6,-0.2
CN(CC(=O)Nc1cccc(F)c1)C(=O)COc1ccccc1Cl,1.2,-10,-20,-0.1
COc1ccc(C2C(C(=O)c3cccs3)=C(O)C(=O)N2CCCN(C)C)c(OC)c1 (configuration not stated),-0.3,14,14,0.2
CCNC(=O)C(=O)NCC1OCCCN1S(=O)(=O)c1ccc(OC)cc1 (configuration not stated),-1.5,-1,-3,0.0
COc1cc(CN2CCN(Cc3cccnc3)CC2CCO)cc(OC)c1 (configuration not stated),-0.6,4,-4,-0.2
CCC(C(=O)Nc1ccc([N+](=O)[O-])cn1)c1ccccc1 (configuration not stated),-0.7,7,18,0.5
CCc1cccc2c(C#N)cn(CC(=O)NCCCOC)c12,-0.3,4,-13,0.3
O=C1c2cc3ccccc3cc2C(=O)N1c1ccc([N+](=O)[O-])cc1,1.4,1,-8,0.0
O=C1NC(=S)NC(=O)C1=Cc1ccc(N2CCCCC2)c([N+](=O)[O-])c1,0.0,10,-10,-0.2
S=c1[nH]c2cccnc2[nH]1,-1.9,11,2,0.0
CCOC(=O)c1ccc(NC(=O)CSc2nc3cc4c(cc3cc2C#N)OCO4)cc1,0.2,19,12,0.2
O=C(N/N=C/c1ccc[nH]1)c1cccc(F)c1,-1.9,-50,5,0.0
COc1cccc(Nc2ccc(-c3ccccc3F)nn2)c1,-1.4,-27,8,0.9
CCOC(=O)N1CCN(S(=O)(=O)c2ccc(C(=O)Nc3nc4c(OC)cccc4s3)cc2)CC1,0.2,13,-6,-0.1
NC(=O)c1c(NC(=O)CN(Cc2cccs2)C(=O)C2CCC2)sc2c1CCCC2,-0.3,1,-2,0.0
COCCNc1nc2c(S(=O)(=O)c3ccc(C(C)C)cc3)nnn2c2ccsc12,-0.5,-9,2,0.0
Cc1ccc(NC(=O)C(CC(C)C)NC(N)=O)cc1 (configuration not stated),0.7,4,4,0.0
CC(C)=CCN1CCNC(=O)C1CC(=O)NCCCn1ncc2ccccc21 (configuration not stated),1.3,11,7,0.5
N=C1c2ccccc2CN1c1ccc(S(=O)(=O)N2CCCCC2)cc1,2.2,-13,-1,-0.1
COc1ccc(CCNC(=O)c2ccc(SC)cc2OC)cc1,-0.8,-2,-1,0.2
CN(C)c1nc(Oc2ccc(OCCOc3ccccc3)nn2)nc(N(C)C)n1,0.8,0,-5,-0.1
CCOC(=O)C1=C(N)N(c2ccc(Cl)cc2)C2=C(C(=O)CCC2)C1c1cccs1 (configuration not stated),1.9,8,11,0.0
CCCCCCCC1C(C#N)=C(N)OC2=C1C(=O)CCC2 (configuration not stated),-1.5,17,-4,0.0
COc1ccc(CN(C)CCc2ccccn2)cc1OC,-1.8,-2,77*,-0.1
CCCNC(=O)c1cccnc1SCC(=O)Nc1ccc(Br)cc1,0.1,-12,3,0.0
CC(C)(C)c1ccc(OCCC(=O)O)cc1,-1.0,10,-6,-0.1
CC(=O)c1cccc(CN2CCN(Cc3ccc(C)cc3)C(CCO)C2)c1 (configuration not stated),-0.8,-3,6,0.0
CCCN(CCC)S(=O)(=O)c1ccc(F)c(C(=O)Nc2ccc(Cl)cc2)c1,0.7,-2,10,0.0
CCCC(C)C1C(C#N)=C(N)Oc2n[nH]c(-c3ccccc3)c21 (configuration not stated),1.7,9,12,0.3
C/C=C/C(=O)OCC(=O)c1cccc(Cl)c1,-1.3,12,-6,0.2
Cc1ccccc1C(=O)Nc1nnc(-c2cccnc2)s1,-1.3,5,15,0.2
CCCCc1nnc(NC(=O)c2c(O)c3ccccc3[nH]c2=O)s1,-0.2,-2,-5,0.1
O=C(Nc1cccc([N+](=O)[O-])c1)c1ccc2c(c1)C(=O)N(c1ccc(Oc3ccccc3)cc1)C2=O,-1.7,0,2,0.0
COCCCN1C(=O)CC(CC(=O)N2CC3CCCC2C3)(c2ccccc2C)C1=O (configuration not stated),1.3,2,6,0.0
CN1C(C(=O)NCCc2ccccc2)=CC(c2cccs2)=NS1(=O)=O,0.9,8,7,0.0
CC(C)(C)c1ccc2c(c1)N(CC(=O)O)C(=O)CO2,-1.7,0,5,-0.2
O=c1[nH]c(/C=C\c2ccc(O)c(O)c2)nc(O)c1[N+](=O)[O-],-0.9,2,85*,1.0
Cc1c(Cl)c([N+](=O)[O-])nn1CC(=O)Nc1cnn(Cc2ccc(F)cc2)c1,-0.1,-4,14,-0.1
O=C(CN1CCC2(CC1)NC(=O)N(Cc1ccc(Cl)cc1)C2=O)N1CCOCC1,1.3,7,-2,0.1
CCN(CCCNC(=O)Cn1c(=O)oc2ccccc21)c1cccc(C)c1,0.4,-1,4,-0.1
CCCNc1nc2c(c(=O)[nH]c(=O)n2C)n1CCc1ccc(OC)cc1,1.0,-2,3,-0.2
O=C1CC(Sc2ccccc2)C2COC1O2 (configuration not stated),0.7,-3,-4,-0.2
CC(C)Nc1nc(NC(C)(C)C)nc(Oc2ccc(=O)n(-c3ccccc3)n2)n1,-0.6,-5,-11,-0.1

# Remaining list, next part:
molecule,GPR151 ag,TEAD-YAP block,MITF primary,FBW7 act
Cc1cc(S(=O)(=O)NCC(C)C)ccc1OCC(=O)NC(C)c1ccccc1 (configuration not stated),-0.6,7,-4,-0.2
COc1cc(OC)cc(C(=O)NC(CC(=O)O)c2ccc(Cl)cc2)c1 (configuration not stated),-0.3,-4,15,0.0
CSc1ccc(/C=N/Nc2ccc([N+](=O)[O-])cc2)cc1,0.5,-58,-18,0.1
O=[N+]([O-])c1cc(Cc2ccccc2)cc(CNc2ccc(-c3nc4ccccc4s3)cc2)c1O,-0.9,-1,16,0.0
C=CCOC(Cn1ccnc1)c1ccc(Cl)cc1Cl (configuration not stated),0.8,.,12,0.2
COc1ccc(-c2ncc(C(=O)NCc3nc4ccccc4[nH]3)s2)cc1,2.7,-18,3,0.7
Cc1cc(-c2cnc(N3CCCC3)nc2C2CCN(C(=O)c3cnccn3)CC2)on1,1.4,-12,-3,-0.1
CCOCCn1c(=NC(=O)C(C)(C)C)sc2cc(S(C)(=O)=O)ccc21,-0.6,-7,9,0.1
CC(C)c1ccc(OCC(=O)Nc2ccc(-c3nc4ncccc4o3)cc2)cc1,0.7,3,1,-0.1
COC(=O)CSC(C)C(=O)N1CCc2cccc(S(=O)(=O)N(C)C)c21 (configuration not stated),0.1,2,17,0.6
COc1ccc(C(=O)CSc2nnc(-c3ccoc3C)n2C)cc1OC,-0.7,-5,0,0.1
Cc1ccnc(Nc2ccc(NCCNC(=O)c3cccc(F)c3)nn2)c1,-0.9,-6,44,-1.3
COc1cc(/C=C2/SC(=S)N(CC(=O)Nc3ccccn3)C2=O)cc(OC)c1OC,0.4,-4,7,0.0
CCOC(=O)C1CCN(C(=O)COc2ccc(S(=O)(=O)N3CCCCC3)cc2)CC1,-2.5,-1,9,-0.4
COc1ccc(CCNC(=O)CSc2nc3c(sc(=S)n3CC3CCCO3)c(=O)n2-c2ccc(F)cc2)cc1OC (configuration not stated),-1.3,9,-1,-0.2
CN1C(=O)N(S(=O)(=O)c2ccc(F)c(F)c2F)C(=O)C1(C)C,1.4,3,-5,0.0
c1ccc(CCCN2CCOc3ccc(CN4CCN(c5ncccn5)CC4)cc3C2)cc1,-1.3,0,11,0.1
O=C(NCc1cccc(Cl)c1)c1ccc(N2CC3CC(C2)c2cccc(=O)n2C3)c(NC(=O)c2cccnc2)c1 (configuration not stated),-0.8,1,-4,0.4
CC(=O)c1ccc(OC(=O)COc2ccc(Br)cc2)cc1,-2.0,-8,17,0.6
CCCCC(c1nnnn1Cc1ccco1)N1CCN(c2nc3ccccc3s2)CC1 (configuration not stated),-0.3,-4,15,0.0
N#Cc1ccc(NC(=O)Nc2ccc3c(c2)OCC(=O)N3Cc2ccccc2)cc1,-0.1,7,4,0.0
CN(CC(=O)NC1CCCCCCC1)S(=O)(=O)c1cnc[nH]1,0.5,-2,0,-0.2
COc1cccc(NC(=O)C2CCCC2)c1,1.1,-3,-3,0.0
CCOC(=O)Cc1csc(NC(=O)CCCOc2ccc(C(C)(C)C)cc2)n1,-0.2,-1,13,0.0
O=C(NCCCO)/C(=C/C=C/c1ccccc1)NC(=O)c1ccccc1,-0.1,2,4,0.1
COc1cc2c(cc1OC)CN(c1ncccn1)CC2,0.4,-22,2,0.0
c1ccc(-c2nc(Nc3ccc(N4CCOCC4)cc3)c3[nH]cnc3n2)cc1,-0.5,-1,-10,0.0
NS(=O)(=O)c1ccc(NC(=S)NCc2ccc(F)cc2)cc1,0.6,2,8,0.1
CCc1cccc(Nc2nc3ccccc3n3nnnc23)c1,2.1,-13,-9,0.2
Cc1ccc(OCC(=O)N(C)CC(=O)Nc2ccc(F)cc2)c([N+](=O)[O-])n1,-0.4,-4,3,-0.1
CCOC(=O)COc1ccccc1/C=C1/NC(=O)N(c2cccc(Cl)c2)C1=O,-0.8,-3,7,-0.1
CC(C)(C)c1ccc(CSc2nncc(=O)[nH]2)cc1,2.2,-28,2,0.7
COc1ccc(OC)c(-n2c(=S)[nH]c3cc(C(=O)Nc4cccc5ccccc45)ccc3c2=O)c1,-0.8,-3,-8,0.0
Cc1ccc(N(CC(=O)Nc2ccc(C(N)=O)cc2)S(C)(=O)=O)cc1C,1.1,-9,0,-0.3
CCOC(=O)c1cnc2nc(NCc3ccccc3OC)[nH]n2c1=O,1.1,-12,-2,0.0
COc1ccccc1NC(=O)C1=C(C)Nc2nc(-c3ccccc3)nn2C1c1cccs1 (configuration not stated),0.2,-7,-9,0.0
COc1ccc(S(=O)(=O)CCC(=O)NCc2ccc3c(c2)OCO3)cc1,1.1,6,14,-0.1
CSc1nsc(SCCN2C(=O)c3ccccc3C2=O)n1,1.0,3,10,0.0
COc1cccc(C2CC(=O)N3CN(Cc4ccco4)CSC3=C2C#N)c1 (configuration not stated),0.5,0,4,-0.3
O=C(COc1ccc(Cl)cc1Br)Nc1nccs1,-7.8,89*,-2,0.0

# Entries of single compounds, quoted from the list:
# CSc1nsc(SCCN2C(=O)c3ccccc3C2=O)n1 as listed: GPR151 ag = 1.0; TEAD-YAP block = 3; MITF primary = 10; FBW7 act = 0.0
# COc1ccc(S(=O)(=O)CCC(=O)NCc2ccc3c(c2)OCO3)cc1 as listed: GPR151 ag = 1.1; TEAD-YAP block = 6; MITF primary = 14; FBW7 act = -0.1

# 2 compounds drawn at random from those above:
molecule,GPR151 ag,TEAD-YAP block,MITF primary,FBW7 act
O=C(COc1ccc(Cl)cc1Br)Nc1nccs1,-7.8,89*,-2,0.0
COc1ccc(S(=O)(=O)CCC(=O)NCc2ccc3c(c2)OCO3)cc1,1.1,6,14,-0.1

# Rows were taken by chance (roughly 3.4% active in at least one column).
